# Compound activity (PubChem BioAssay)
# MsrA act: activates bovine MsrA enzyme; purified bovine MsrA, absorbance read-out; activation, % at 10.6 µM; 0.3% of 360,000 active; AID 602163; in the data active = activation above about 7.5%;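 also: 0% = vehicle and 100% = reference activator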
# MsrA inhibitor: inhibitors of bovine MsrA; purified bovine MsrA, absorbance read-out; inhibition, % at 15.5 µM; 0.75% of 360,000 active; in the data active = inhibition above about 4.5%;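 also: 0% = vehicle wells with enzyme and 100% = reference inhibitor wells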
# eLon inh: inhibitors of E. coli Lon protease. purified E. coli Lon protease, fluorescence polarization. inhibition, % at 7.94 µM. 0.42% of 360,000 active. AID 602123; in the data active = inhibition above about 13%, passing the limit was not always enough;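 also: 0% = enzyme with probe and DMSO and 100% = no enzyme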
# MT1-MMP act inh: blocks activation of human MT1-MMP; P50281; AID 651647; GFP/RFP ratio change, % at 20 µM; HT1080 RFP-PRO-GFP cells, GFP/RFP ratio fluorescence, overnight; percent of plate control window, DMSO zero; 0.061% of 360,000 active;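 active = GFP/RFP ratio change of at least 30% with cell ATP level not reduced by more than half and red fluorescence within 50% of control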; also: strong numbers were not always called active
#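 Assay system: HT1080 cells carrying an RFP-PRO-GFP reporter | Dosing: Single dose of 20 µM compound, 1% DMSO final | Incubation: Cells overnight before dosing, compound overnight, 37 °C, 5% CO2 | Evaluation: GFP/RFP fluorescence ratio | Control set: DMSO and RFP-L50D-GFP cell wells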
# Tb MetRS inh: blocks T. brucei methionyl-tRNA synthetase activity | inhibition, % at 11.9 µM | 0.4% of 360,000 active | purified T. brucei MetRS, ATP depletion, Kinase-Glo luminescence;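 active = inhibition above a per-plate cutoff of the control wells' mean inhibition plus 3 SD, cut at about 5.5% in these data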;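 also: 0% = DMSO wells median and 100% = median of wells with control inhibitor compound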
#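 Test system – parasite MetRS enzyme · Reagent – substrates ATP, L-methionine and bulk Escherichia coli tRNA · Doses – 11.9 µM compound single dose, 0.9% DMSO · Times – 15 min enzyme-compound preincubation, 2 h reaction, 10 min detection, 25 °C · Signal – Kinase-Glo luminescence, ATP depletion format · Controls – DMSO-only wells as low control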
# SKN-1 block: blocks SKN-1 activity in C. elegans; C. elegans VP596 Pgst-4::GFP/RFP ratio, acrylamide-induced, 24 h; inhibition, % at 21.8 µM; 0.49% of 360,000 active; AID 624304;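 active = interference check ratio from 0.5 to 1.5 plus GFP to RFP signal ratio inhibition reaching or exceeding a fixed threshold, cut at about 30% in these data, passing the limit was not always enough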; also: some compounds called inactive have numbers as strong as hits
# FAS TE block: inhibitors of human fatty acid synthase thioesterase domain; AID 602261; inhibition, % at 15 µM; 0.67% of 360,000 active; P49327; recombinant FAS-TE, OMFH fluorogenic substrate, fluorescence endpoint;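 active = compounds whose normalised, plate-corrected inhibition of enzyme fluorescence in the single-dose primary screen is 50% or more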;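 also: 0% = DMSO with enzyme and 100% = substrate without enzyme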
# CendR NRP1 mod: modulators of CendR peptide binding to human neuropilin-1 | O14786 | FAM-RPARPAR peptide binding to NRP-1, fluorescence polarization | inhibition, % at 25 µM | 0.85% of 360,000 active;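 active = inhibition or corrected inhibition above about 18%, plus a signal ratio from 0.5 to 1.5, limit read from the data, passing the limit was not always enough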; also: strong numbers were not always called active
# PABP1 MLLE inh: blocks PAM2 peptide binding to the PABP1 MLLE domain | inhibition, % at 20 µM | GST-MLLE / FITC-PAM2 fluorescence polarization | 0.36% of 360,000 active | P11940; in the data active = inhibition above about 35%, passing the limit was not always enough;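 also: plate controls were DMSO wells with GST-MLLE for no effect and wells lacking GST-MLLE protein for full effect; some results filed as inactive read as strong as hits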
# Active calls of the source: *; . = not tested or not shown. Compounds were not picked by outcome; any-hit rate near 4%.
nr	structure	eLon inh	Tb MetRS inh	MT1-MMP act inh	CendR NRP1 mod	MsrA inhibitor	FAS TE block	PABP1 MLLE inh	SKN-1 block	MsrA act
1	COc1cc(CN2CCC(C(=O)NCCC(C)C)CC2)ccc1OCc1ccccc1	-3	0.1	5	8	1.1	-4	5	-2	0
2	Cc1ccc(CNC(=O)c2nccnc2C(=O)O)cc1	2	-0.9	2	2	-0.8	-2	5	-6	0
3	CCN(CC)S(=O)(=O)c1cc(NC(=O)COC(=O)C2CCC2)ccc1C	-5	-0.1	3	-5	0.0	-3	1	13	-2
4	C/C(=N\Nc1ccc(S(=O)(=O)N2CCCCC2)cn1)c1cccc(Br)c1	-6	-0.3	1	-2	1.8	44	10	4	-1
5	Cc1ccc(NC(=O)CSc2nc(-c3ccco3)nc3cc(=O)[nH]n23)c(Cl)c1	-6	0.2	2	-23	0.7	-4	-4	5	-4
6	Cc1ccccc1NC(=O)Cc1nnc(SCC(=O)NC2CCCC2)n1C	-10	-0.7	-3	3	1.4	-5	-1	-11	-3
7	O=C(O)c1ccc(NCCc2ccc(Cl)cc2)c([N+](=O)[O-])c1	-5	0.3	-1	-6	1.0	7	6	9	-2
8	CCn1c2ccc(CC(=O)O)cc2c2cc(CC(=O)O)ccc21	-8	-0.5	6	-7	-0.3	-11	-18	-10	-5
9	COc1ccc(C(=O)Nc2ccc(/C(C)=N/NC(=O)c3ccccc3O)cc2)cc1OC	-14	-0.9	8	6	0.2	-14	7	-6	-7
10	C/C(=N/NC(=O)c1ccoc1C)c1ccc(NC(=O)C2CCCC2)cc1	2	-0.9	3	8	-1.2	-6	-21	-9	-9
11	CCc1nc(N2CCN(C(=O)c3ccccc3)CC2)c2c3c(sc2n1)CCCC3	-2	-0.3	-11	7	-0.7	24	-1	23	-1
12	Cc1noc(NC(=O)c2c(-c3c(Cl)cccc3Cl)noc2C)c1[N+](=O)[O-]	4	0.1	5	-3	0.9	0	0	2	-3
13	C=CCn1c(O)c(N=NC(=O)c2ccc3c(c2)OCO3)c2ccccc21	4	-1.3	2	10	-0.1	3	13	-5	-5
14	CCC(=O)N1CCCc2cc(S(=O)(=O)CCC(=O)Nc3ccccc3C)ccc21	-1	-0.7	-2	28*	2.2	-6	5	19	0
15	CN(C)C(=O)N1CCC(C(=O)NCc2ccc(F)cc2)CC1	-8	-0.6	2	-3	-1.1	-10	-9	-30	-5
16	COc1cc2c3c(c1OC)C(=O)CC3CCCC2 (stereo unspecified)	5	0.0	2	-16	1.0	-1	-5	8	-5
17	NC(=O)c1ccsc1NC(=O)CS(=O)(=O)c1ccc(Cl)cc1	-2	-0.4	-2	12	-0.2	-3	6	-5	-1
18	CCOC(=O)C1=C(c2ccccc2)NC(=S)NC1c1ccc(C)c([N+](=O)[O-])c1 (stereo unspecified)	10	-0.6	5	-9	-0.7	18	-108	8	-5
19	Cc1ccc(NC(=O)c2cc(S(=O)(=O)NCC3CCCO3)ccc2F)cc1 (stereo unspecified)	-8	-0.2	1	-14	-0.2	2	-6	9	1
20	Cn1c(=O)n(C)c2cc(S(=O)(=O)Nc3ccccc3)ccc21	-7	-0.4	11	-8	0.1	-2	-20	-4	-6
21	CCCOc1ccc(C2C(C(=O)c3ccc(C)o3)=C(O)C(=O)N2CCCn2ccnc2)cc1 (stereo unspecified)	-5	-0.4	-6	-5	0.8	11	-3	3	-2
22	CC(CC(=O)NCc1ccc(Cl)cc1)c1ccccc1 (stereo unspecified)	1	-0.8	-5	3	-1.1	4	-9	-2	-8
23	O=C(Nc1ccccc1)c1ccc2nsnc2c1	-2	-1.1	1	2	1.2	-6	3	-20	-15
24	N/C(=N\OC(=O)Cc1ccc(-c2ccccc2)cc1)c1cccnc1	-13	-0.3	-2	-4	2.0	3	3	14	-5
25	COc1cccc(CNC(=O)C2CCCN(c3nc4ccccc4o3)C2)c1 (stereo unspecified)	-8	0.3	2	1	0.5	2	-2	11	1
26	Cc1ccc(C(=O)NCC(=O)NC2CC2)cc1	-13	-0.3	-3	0	0.3	-4	11	0	-2
27	COc1cc(NS(=O)(=O)c2ccc3c(c2)C(C)(C)C(=O)N3C)cc(OC)c1	-1	-0.9	1	10	-0.8	-5	-7	5	5
28	CC1=N/C(=C\c2ccc([N+](=O)[O-])cc2)C(=O)N1c1ccc(F)cc1F	1	-0.8	-3	6	3.9	0	-6	8	-15
29	O=C(N/N=C/c1ccncc1)C1CC1(c1ccccc1)c1ccccc1 (stereo unspecified)	11	-1.1	-5	2	0.8	3	8	3	-7
30	Cc1ccc(N2C(N)=C(C#N)C(c3ccsc3)C3=C2CC(C)(C)CC3=O)cc1 (stereo unspecified)	-5	-0.9	-6	5	0.2	3	17	3	-5
31	Nc1nc2c(ncn2[C@@H]2O[C@H](CNS(=O)(=O)c3cccnc3)[C@@H](O)[C@H]2O)c(=O)[nH]1	-12	0.0	-2	-3	-1.0	-2	2	-2	-1
32	CN=c1scc(-c2cccs2)n1/N=C/c1ccccc1O	-5	0.5	-1	-9	0.5	25	-10	10	-4
33	Cc1cc(C(=O)NCCC2=CCCCC2)ccc1[N+](=O)[O-]	0	-1.3	-3	4	0.2	32	-5	6	-14
34	CCc1ccc(OCCCC(=O)Nc2nnc(C3CCCO3)s2)cc1 (stereo unspecified)	-6	-0.6	-5	4	0.0	-1	4	15	0
35	Cc1ccc(-c2cn3cccnc3n2)cc1NC(=O)c1c(-c2ccccc2Cl)noc1C	-2	-0.7	0	-4	0.4	-4	-5	8	-3
36	O=C(Nc1cccc(S(=O)(=O)N2CCCC2)c1)c1ccc(Cl)nc1	-1	-0.1	-9	6	-0.8	-1	-4	18	-2
37	Cc1ccc(/C=C2\CCOC2=O)cc1	-1	0.2	0	0	1.7	-1	-1	30	-2
38	Cc1ccc(S(=O)(=O)N2CCN(c3ncnc4sccc34)CC2)cc1	-16	-0.4	-8	13	-0.1	12	4	9	-2
39	CC1CCN(C(=O)COC(=O)c2cc(Cl)c3c(c2)OCO3)CC1	9	-0.2	3	-8	-1.3	4	-15	10	-1
40	CC(C)c1[nH]c(=O)c(C#N)c2c1COC(C)(C)C2	-13	0.1	1	-3	3.4	-12	2	5	-4
41	COc1ccc(S(=O)(=O)Nc2nc3c(s2)C(=O)CC(C)(C)C3)cc1	-1	-0.3	5	2	2.2	-4	-7	-6	-13
42	CC(C)(C)c1csc(NNC(=O)c2ccc(Br)cc2)n1	-9	0.1	4	4	0.1	-13	-18	14	-1
43	O=C(NCc1ccc2c(c1)OCO2)C1CCN(S(=O)(=O)c2ccc(F)cc2)CC1	-7	-0.3	-3	15	1.1	2	3	16	0
44	Cc1ccc(C2CC(c3cccc(NS(C)(=O)=O)c3)=NN2S(C)(=O)=O)cc1 (stereo unspecified)	2	0.7	-2	-107	-0.5	-6	-7	10	0
45	O=C(Nc1sc2c(c1CN1CCOCC1)CCC2)c1ccc(F)cc1	2	-0.3	-7	-1	0.9	7	20	7	-5
46	CCn1cc(C(=O)NCC2CCCO2)c(=O)c2cc(S(=O)(=O)N(C)C3CCCCC3)ccc21 (stereo unspecified)	-6	0.3	-1	10	1.3	14	0	-19	0
47	COc1ccccc1N1CCN(C(=O)COc2ccc(Cl)cc2)CC1	-9	-0.3	4	-1	-0.6	5	-2	-6	-4
48	Cc1nn(-c2ccccc2)c2c1C(c1ccc(Br)s1)C(C#N)=C(N)O2 (stereo unspecified)	0	0.0	-4	-3	.	2	-15	-14	-7
49	O=C(CCSCCc1ccncc1)NCCCN1CCOCC1	-5	-0.3	3	16	-0.2	-6	6	4	6
50	O=C1OCCN1C(=O)[C@H]1[C@H](c2ccc([N+](=O)[O-])cc2)C(c2ccc(F)cc2)=NN1c1ccc(Br)cc1	3	-2.3	.	-17	4.7*	95*	-15	12	-12

# Next part:
nr	structure	eLon inh	Tb MetRS inh	MT1-MMP act inh	CendR NRP1 mod	MsrA inhibitor	FAS TE block	PABP1 MLLE inh	SKN-1 block	MsrA act
51	O=C(Nc1ccncc1)c1sc2ccccc2c1Cl	-8	0.2	-1	1	0.0	-2	21	1	-3
52	COc1ccc(NC(=O)C(=O)Nc2cccc3ccccc23)c(OC)c1	1	-1.3	0	0	-0.7	-4	2	-8	0
53	Cc1cc(C)nc(NS(=O)(=O)c2ccc(N3Cc4ccccc4C3=O)cc2)n1	4	-0.9	-1	-5	1.1	-9	-4	1	-5
54	Cc1cccc(N2C(=O)C(Cl)=C(Nc3c(C)n(C)n(-c4ccccc4)c3=O)C2=O)c1C	-13	-0.9	0	26*	-0.9	-8	15	-3	-5
55	CCN1CCN(C(=O)Cn2ncc3c([nH]c4ccccc43)c2=O)CC1	7	-0.2	1	8	0.5	-10	-4	-2	-5
56	Cc1ccc(C)c(N2CCN(CCN3CCCCC3)CC2)c1	-11	-1.1	3	14	0.6	-7	4	-7	-1
57	Cc1ccc2[nH]c(=O)c(CN(Cc3cccnc3)C(=S)NCCCN(C)C)cc2c1	-7	1.7	-1	-1	0.8	-4	-74	-2	-3
58	CCCCOC(=O)C(C#N)c1nc2ccccc2nc1N1CCOCC1 (stereo unspecified)	-9	-0.7	-5	0	-1.4	18	-2	6	-2
59	O=[N+]([O-])c1ccc2c(c1)CCN2	9	-0.4	3	-3	0.7	0	-5	17	-9
60	Cc1ccc(Nc2nc(-c3ccncc3)cs2)cc1	4	0.5	-2	-3	2.3	-3	-8	7	-4
61	CC(C)c1csc(CN2CCC(CO)(Cc3cccc(F)c3)CC2)n1	-4	-0.8	3	-5	0.6	4	2	7	-7
62	CCOC(=O)C1(CCOc2ccccc2)CCN(Cc2cc(OC)cc(OC)c2)CC1	-11	0.0	-1	-4	-0.9	17	-5	-5	-2
63	CC(C)(C)OC(=O)c1c(N)n(CCCN2CCCC2=O)c2nc3ccccc3nc12	-7	0.0	2	5	1.8	-6	14	-22	-2
64	Cc1cc(=O)[nH]c(SCC(=O)Nc2ccccc2C)n1	-4	0.1	-1	2	-1.1	-4	-8	4	-4
65	Cc1ccc(CCNS(=O)(=O)c2ccc3c(c2)NC(=O)C(C)C(=O)N3)cc1 (stereo unspecified)	-2	0.5	-3	-7	-0.9	-2	2	-2	0
66	CCOc1ccccc1NC(=O)CSc1nnc2ccc(-c3ccccn3)nn12	11	-0.6	-2	11	0.0	-5	-4	-5	-6
67	CC1CCC(NS(=O)(=O)c2ccc(N3CCCC3=O)cc2)CC1 (stereo unspecified)	6	-0.6	0	11	-0.1	5	-8	2	-3
68	COc1ccc(-c2csc(C(O)c3ccc(OC)cc3)n2)cc1 (stereo unspecified)	6	-0.5	-1	-8	-1.2	12	-1	-4	-5
69	CCCCN1Cc2c(nc3cc(-c4ccco4)[nH]n3c2=O)C1=O	-5	-0.5	1	-8	0.9	-2	3	5	-3
70	O=[N+]([O-])c1ccc(NCCCN2CCOCC2)c([N+](=O)[O-])c1	-6	0.0	0	19	3.7	2	15	1	-5

# Arranged by the number under CendR NRP1 mod (falling): three from the list above.
no. | mol | eLon inh | Tb MetRS inh | MT1-MMP act inh | CendR NRP1 mod | MsrA inhibitor | PABP1 MLLE inh | SKN-1 block | MsrA act
14 | CCC(=O)N1CCCc2cc(S(=O)(=O)CCC(=O)Nc3ccccc3C)ccc21 | -1 | -0.7 | -2 | 28* | 2.2 | 5 | 19 | 0
13 | C=CCn1c(O)c(N=NC(=O)c2ccc3c(c2)OCO3)c2ccccc21 | 4 | -1.3 | 2 | 10 | -0.1 | 13 | -5 | -5
26 | Cc1ccc(C(=O)NCC(=O)NC2CC2)cc1 | -13 | -0.3 | -3 | 0 | 0.3 | 11 | 0 | -2
